# From PubChem BioAssay
# PI4K2A inh – qHTS for small molecular inhibitors of PI4K2A; activity change, negative = inhibition, % at 76.9 µM; purified PI4K2A, ADP-Glo luminescence, 1 h; hits give low values; 420,000 tested, 0.13% active; Phosphatidylinositol 4-kinase type 2-alpha (Homo sapiens), Q9BTU6; AID 1346378, 2018; in the data active means activity change below about -50%; inconclusive means mostly about -30% to -49%;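 further: -100% = wells without enzyme as full effect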
#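 Compounds are screened against recombinant PI4K2A using PI as substrate and ATP, the latter dispensed at 300 microM. Reactions run one hour at ambient temperature before ADP-Glo detection; full inhibition defined by wells lacking enzyme.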
# TRHR enhancer – qHTS for Small Molecule Agonists and Allosteric Enhancers of Human TRH Receptor: Primary Screen for Enhancers. Thyrotropin-releasing hormone receptor (Homo sapiens), P34981. TRHR cells, fluo-8 calcium fluorescence, EC20 TRH enhancement. enhancement, % at 2 µM. 360,000 tested, 0.66% active; in the data active means enhancement above about 30%; further: 0% is about no effect
#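 Enhancer read-out: after compound pinning and an initial kinetic agonist-mode read, an EC20 of TRH (10 nM final) was injected and fluo-8 calcium signal (Ex 480/Em 530) followed at 1 s/cycle for 100 cycles in TRHR-expressing cells.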
# rTrxR1 inhibitor – qHTS Assay for Inhibitors of Mammalian Selenoprotein Thioredoxin Reductase 1 (TrxR1): qHTS; Thioredoxin reductase 1, cytoplasmic (Rattus norvegicus), O89049; recombinant rTrxR1, NADPH fluorescence consumption, selenite substrate; Potency, µM (series often up to 114 µM), inactives show at the top dose activity change, negative = inhibition, actives largely listed as inhibitors; 390,000 tested, 1% active; further: potency means the concentration at half of the fitted maximal effect; on the % scale 0 is the no-effect control and ±100 the full control effect; nearly all actives have a fitted effect of over 65% in size
# Target sequence (O89049 whole entry, looked up): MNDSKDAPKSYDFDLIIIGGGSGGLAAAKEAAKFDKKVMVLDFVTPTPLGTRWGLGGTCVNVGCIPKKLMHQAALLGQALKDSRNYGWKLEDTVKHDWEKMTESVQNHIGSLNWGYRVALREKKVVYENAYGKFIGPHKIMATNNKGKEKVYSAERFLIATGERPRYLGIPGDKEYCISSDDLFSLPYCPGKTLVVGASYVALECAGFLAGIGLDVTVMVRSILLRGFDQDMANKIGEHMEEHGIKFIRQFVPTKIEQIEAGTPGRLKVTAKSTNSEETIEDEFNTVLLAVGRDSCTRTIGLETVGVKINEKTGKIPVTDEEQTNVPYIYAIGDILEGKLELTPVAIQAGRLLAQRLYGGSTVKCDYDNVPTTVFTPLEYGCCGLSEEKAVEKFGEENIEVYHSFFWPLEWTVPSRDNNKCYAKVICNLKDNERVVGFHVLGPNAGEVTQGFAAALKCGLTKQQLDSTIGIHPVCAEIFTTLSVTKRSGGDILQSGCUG
#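 Rat TrxR1 (90 nM in the dispensed reagent) was pre-reduced with 400 uM NADPH for 5 min at room temperature, then incubated with compound for 15 min. After 400 uM selenite was added, NADPH fluorescence (Ex 340/Em 450 nm) was followed for 8 min.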
# TrxR1 substrate – qHTS Assay for Substrates of Mammalian Selenoprotein Thioredoxin Reductase 1 (TrxR1): qHTS | purified TrxR1 substrate turnover, NADPH consumption readout | Potency, µM (titrated, usually from 114 µM), for the others: at the highest dose activity change, negative = substrate turnover | Thioredoxin reductase 1, cytoplasmic (Rattus norvegicus), O89049 | 390,000 tested, 0.01% active | AID 588456, 2011; further: potency means the concentration at half of the fitted maximal effect; on the % scale 0 is the no-effect control and ±100 the full control effect; nearly all actives have a fitted effect of over 50% in size
#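 Rat TrxR1, dispensed at 90 nM, was prereduced with 400 uM NADPH (final) for 5 min at ~22 deg C, then incubated with compound 15 min before 400 uM selenite. A first-read NADPH fluorescence drop versus no-compound background flagged substrates.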
# D2 agonist – HTS Assay for Allosteric Agonists of the Human D2 Dopamine Receptor: Primary Screen for Agonists. HEK293 T-REx D2 cells, calcium flux agonist mode. 340,000 tested, 0.53% active. activation, % at 2 µM. D(2) dopamine receptor (Homo sapiens), P14416;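 active means activation over 3 SD above normal in the single-dose calcium agonist read, cut at about 30% in these data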; further: 0% is about no effect
# Target sequence (P14416 whole entry, looked up): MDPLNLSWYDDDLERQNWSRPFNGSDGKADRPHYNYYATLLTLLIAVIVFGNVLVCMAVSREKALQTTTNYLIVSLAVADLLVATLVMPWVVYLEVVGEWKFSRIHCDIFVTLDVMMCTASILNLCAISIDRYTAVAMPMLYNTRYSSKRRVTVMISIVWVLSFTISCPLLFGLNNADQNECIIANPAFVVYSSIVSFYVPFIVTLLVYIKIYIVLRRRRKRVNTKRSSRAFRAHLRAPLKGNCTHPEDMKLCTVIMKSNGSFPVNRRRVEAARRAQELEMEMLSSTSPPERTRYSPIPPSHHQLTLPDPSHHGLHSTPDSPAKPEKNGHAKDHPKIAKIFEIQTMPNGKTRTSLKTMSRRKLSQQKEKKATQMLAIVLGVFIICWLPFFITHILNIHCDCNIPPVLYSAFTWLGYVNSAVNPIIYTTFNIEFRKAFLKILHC
#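 Agonism scored from kinetic calcium signal (1 read/sec, 180 s) following compound pin transfer, after a 10 s baseline. Cells: HEK293 Trex line expressing inducible D2 receptor coupled to calcium, dye-loaded after overnight culture at 30 C.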
# TRHR ag – qHTS for Small Molecule Agonists and Allosteric Enhancers of Human TRH Receptor: Primary Screen for Agonists; Thyrotropin-releasing hormone receptor (Homo sapiens), P34981; TRHR cells, calcium flux fluo-8, FDSS agonist mode; activation, % at 2 µM; 360,000 tested, 0.18% active; in the data active means activation above about 30%; further: 0% is about no effect
#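 Steps: seed TRHR cells overnight; add fluo-8 no-wash Ca dye, RT 30 min–1.5 h; record 10 s baseline; pin-transfer compounds; monitor fluorescence 1 cycle/s for the agonist window. Calcium increases flag candidate agonists.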
# USP1-UAF1 inh – Inhibitors of USP1/UAF1: Primary Screen. recombinant USP1/UAF1, Ub-Rhodamine cleavage fluorescence. Potency, µM (doses to about 57.1 µM), inactives show top-dose activity change, negative = inhibition, actives largely listed as inhibitors. 390,000 tested, 0.23% active. AID 743255, 2014; further: potency means the concentration at half of the fitted maximal effect; on the % scale 0 is the no-effect control and ±100 the full control effect; nearly all actives have a fitted effect of over 60% in size; inactives centre near -12
#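 In this screen, compounds sit with the deubiquitinase complex (1nM) for 15 min at room temperature before Ub-Rho is added at 150nM final. Fluorescence rise is then followed for 6 reads every 60 seconds.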
# D2 antag – HTS Assay for Allosteric Antagonists of the Human D2 Dopamine Receptor: Primary Screen for Antagonists; D(2) dopamine receptor (Homo sapiens), P14416; HEK293 TREx D2 cells, calcium flux, dopamine EC80; inhibition, % at 10 µM; 340,000 tested, 2% active; AID 485344, 2010; in the data active means inhibition above about 30%; further: 0% is about no effect
#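 Compounds are added to dye-loaded, induced HEK293 T-REx cells coupled to calcium release via D2; after a 3 min kinetic read an EC80 dopamine stimulus is given and fluorescence is recorded for 3 more min.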
# IDH1 R132H inh – qHTS for Inhibitors of mutant isocitrate dehydrogenase 1 (IDH1): qHTS; IDH1-R132H enzyme, NADPH consumption, diaphorase/resazurin fluorescence; Potency, µM (highest dose often 76.6 µM), without a hit: at the top dose activity change, negative = inhibition, hits mostly inhibitors; AID 602179, 2012; 390,000 tested, 0.093% active; further: potency means the concentration at half of the fitted maximal effect; on the % scale 0 is the no-effect control and ±100 the full control effect; nearly all actives have a fitted effect of over 65% in size
#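 IDH1-R132H (0.5 ug/mL) preincubated 30 min with compound, then NADPH (0.016 mM) and alpha-KG (2 mM) added; 80 min at RT, pH 7.5. Remaining NADPH coupled via diaphorase/resazurin to fluorescence (540/590 nm); concentration-response curves normalized to no-enzyme control.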
# * = called active by the depositor; ? = inconclusive; · = not tested or not shown; [ ] = another dose, or the depositor's remark. Unless noted, the call rests on the fitted dose curve; in most records, active means well fitted inhibition curve with a large enough effect; inconclusive means small, poorly fitted or top-dose-only effect; inactive means no such curve, though single readings can be large or run the other way.
SMILES,PI4K2A inh,TRHR enhancer,rTrxR1 inhibitor,TrxR1 substrate,D2 agonist,TRHR ag,USP1-UAF1 inh,D2 antag,IDH1 R132H inh
COCCN1Cc2cccc(C(=O)Nc3ccc(S(=O)(=O)N4CCOCC4)cc3)c2C1=O,-24,-8,14%,7%,0.8,0.8,-1%,2,2%
O=C(NC1CCCc2ccccc21)C1CCN(S(=O)(=O)c2cccc3nsnc23)CC1 (centres undefined),9,4,17%[57.1 µM],12%[57.1 µM],-1.4,-0.5,-12%,-5,0%
COc1cccc(CN2CCN(Cc3cccc4nonc34)CC2CCO)c1 (centres undefined),1,3,15%[11.4 µM],9%[57.1 µM],·,-0.2,-21%,·,20%
Fc1ccccc1OCCCn1ccnc1,-2,-4,11%,3%,-1.6,-0.3,-17%,-20,3%
CC(C)CCn1c(Oc2ccccc2Cl)nc2c1c(=O)n(C)c(=O)n2C,5,6,-6%[57.1 µM],10%[57.1 µM],0.7,-0.7,-14%,-5,4%
O=C(COc1ccccc1)Nc1c(C(=O)N2CCN(c3ccc(F)cc3)CC2)oc2ccccc12,2,16,8%,4%,·,-0.8,-18%,·,3%
CN(Cc1ccc(F)cc1)S(=O)(=O)c1nnc(NC(=O)c2ccccc2Cl)s1,-3,4,12%,1%,·,0.6,-7%,·,15%
C=CCNC(=S)N1CCN(Cc2ccc3c(c2)OCO3)CC1,-2,20,17%,1%,0.8,-1.2,-15%,19,6%
CCCNC(=O)Cn1nc(-c2ccc(OC)cc2)c2cnc3ccc(F)cc3c21,0,3,19%[57.1 µM],6%[57.1 µM],·,-0.8,-20%,·,-1%
O=S(=O)(c1ccc(Cl)nc1)N1CCN(Cc2ccc3c(c2)OCO3)CC1,3,-8,-15%,-6%,0.2,0.0,-6%,-5,1%
Cc1ccc(C(C)C)c(OCCSc2nc(-c3ccccc3F)nc3cc(=O)[nH]n23)c1,0,-15,29%[57.1 µM],35%[activator][57.1 µM],3.8,-0.6,-5%,·,-14%
Cc1ccc(-c2cc3ncc(C(=O)c4cc(Cl)c(C)cc4O)cn3n2)cc1,-4,-5,-2%,4%[11.4 µM],0.5,0.8,-22%,·,-7%
CC(=NNS(=O)(=O)c1cccc([N+](=O)[O-])c1)c1ccc(-n2ccnc2)cc1,2,·,-6%,-12%,·,·,-2%,·,-2%
Cc1cc(C(F)(F)F)nn1-c1nc(-c2ccccc2)cc(C(F)(F)F)n1,-3,-6,16%,-1%,1.3,3.0,-17%,·,13%
CCCCCCC[C@@H](C/C=C/CCC(=O)O)OC,1,·,3%,0%,·,·,-30%,·,-11%
O=C(Cc1ccccc1)NNC(=O)c1ccc(Br)o1,-1,2,24%,4%,-0.9,-0.3,-20%,4,1%
Cc1cnc(CNC(=O)CC2C(=O)NCCN2Cc2ccccc2C(F)(F)F)cn1 (centres undefined),-61*,-1,?,5%,0.3,0.8,-17%,4,3%
COc1ccc(Cc2nnc(CCc3ccccc3)s2)cc1,0,7,14%,6%,-0.7,-0.5,-14%,1,15%
O=C(NC1CCS(=O)(=O)C1)c1ccc2c(c1)OCO2 (centres undefined),0,0,10%,5%,0.3,-0.1,-23%,4,-3%
COCCNC(=O)CSc1c2c(nc3cc(Cl)ccc13)CCCC2,-2,-4,-16%,-5%,0.2,0.1,-11%,·,7%
COc1ccc(CNc2nc(NC(C)=O)nn2-c2ccccc2)cc1,-3,1,5%,-4%,·,0.1,-5%,·,-5%
OCCC1CN(Cc2cn[nH]c2C2CCCCC2)CCN1Cc1ccccc1 (centres undefined),-5,13,4%,0%,20,0.4,-25%,-9,8%
CCOC(=O)/C(C(N)=NC)=C(\O)c1ccccc1,5,-7,19%[57.1 µM],6%[57.1 µM],-0.5,0.3,-10%,24,4%
CC1=C(C(=O)N2CCOCC2)C(c2ccc(-c3ccccc3)cc2)NC(=S)N1 (centres undefined),4,4,10%,6%[57.1 µM],6.2,7.4,-13%,-10,-9%
CC(=O)c1cccc(NC(=O)CN(C)S(=O)(=O)c2ccccc2)c1,4,-5,24%,0%,0.8,-0.4,-12%,-13,0%

# Sorted by SMILES length (largest number first): 3 of the compounds above.
SMILES,PI4K2A inh,TRHR enhancer,rTrxR1 inhibitor,TrxR1 substrate,D2 agonist,TRHR ag,USP1-UAF1 inh,D2 antag,IDH1 R132H inh
Cc1cc(C(F)(F)F)nn1-c1nc(-c2ccccc2)cc(C(F)(F)F)n1,-3,-6,16%,-1%,1.3,3.0,-17%,·,13%
O=C(NC1CCS(=O)(=O)C1)c1ccc2c(c1)OCO2 (centres undefined),0,0,10%,5%,0.3,-0.1,-23%,4,-3%
CCCCCCC[C@@H](C/C=C/CCC(=O)O)OC,1,·,3%,0%,·,·,-30%,·,-11%

# New compounds follow:
SMILES,PI4K2A inh,TRHR enhancer,rTrxR1 inhibitor,TrxR1 substrate,D2 agonist,TRHR ag,USP1-UAF1 inh,D2 antag,IDH1 R132H inh
Cc1cccc(NC(=O)C(C)OC(=O)c2ccccc2NS(=O)(=O)c2cc(C)c(C)c([N+](=O)[O-])c2)c1 (centres undefined),-1,1,-3%,-9%,0.1,0.6,-14%,12,0%
COc1ccccc1NC(=O)CCCC(=O)OC(C)C(=O)c1ccccc1 (centres undefined),6,-23,14%[57.1 µM],-13%[57.1 µM],-0.4,-1.5,-24%,-1,8%
O=C(C1CC1)N1CCc2cc(S(=O)(=O)NCCC3=CCCCC3)ccc21,7,-10,6%[57.1 µM],-18%,2.6,0.1,-10%,11,0%
Cc1ccc(CNC(=O)CCS(=O)(=O)c2ccc(Br)s2)cc1,1,-2,8%[57.1 µM],-11%,0.8,0.0,3%,-12,3%
COc1cc(/C=N/OCC(=O)NC23CC4CC(CC(C4)C2)C3)ccc1OCc1ccccc1,0,2,2%,-6%,0.7,1.2,-2%,-11,2%
ON=C1c2ccccc2-c2ccc(Br)cc21,-2,·,-15%,-17%,·,·,-10%,·,1%
CC[C@]12c3[nH]c4ccc(Cl)cc4c3CCN1C(=O)[C@@H](CC(=O)NCc1cccc(C(F)(F)F)c1)C[C@@H]2C(=O)N1CCN(C(=O)C2CC2)CC1,3,·,11%,2%,·,·,-27%,·,-5%
Cc1[nH]nc2c1C(c1ccoc1)C(C#N)=C(N)O2 (centres undefined),5,9,-11%,-2%,0.3,0.2,-23%,4,0%
CCSc1oc(-c2ccco2)nc1S(=O)(=O)c1ccc(C)cc1,1,5,-47%,1%[57.1 µM],-1.4,-0.3,-12%,-2,16%
COc1ccc(CC(=O)N/N=C(\C)c2ccc(Br)s2)cc1,-1,·,10%[57.1 µM],3%[57.1 µM],·,·,-20%,·,5%
COc1cccc(C2=NOC(C(=O)NCc3cccs3)C2)c1 (centres undefined),-3,2,-17%,-13%,-0.2,-0.4,-8%,-6,5%
C=CCNC(=O)c1ccccc1NC(=O)c1ccccc1,-11,0,-1%,13%,0.4,0.4,-1%,20,1%
O=C(N/N=C/c1cc2c(cc1Br)OCO2)C1COc2ccccc2O1 (centres undefined),-5,-8,14%[57.1 µM],4%[57.1 µM],·,-1.2,-12%,·,5%
CCc1ccc(-c2cc3c(=O)n(CC(=O)N4CCCCCC4)nc(C)n3n2)cc1,10,-4,20%,7%,-0.4,-0.1,-20%,17,-1%
Brc1ccc(OCc2nnc3n2CCC3)cc1,-9,0,20%,2%,0.2,0.3,-2%,1,2%
OCCSc1nc(-c2cccnc2)nc2ccccc12,-1,3,-7%,-8%,0.9,0.3,-20%,-13,6%
CCOc1ccc(Nc2nc3ccccc3n3cnnc23)cc1,-3,-1,30%[activator],12%,-1.6,-0.5,-7%,2,0%
CNC(=S)N/N=C/c1cn(CCOc2cccc(OC)c2)c2ccccc12,0,-10,12%[57.1 µM],12%[57.1 µM],0.6,0.6,-22%,9,-1%
O=C(c1ccc(Cl)c(S(=O)(=O)N2CCOCC2)c1)N(Cc1nnc(-c2ccccc2Cl)o1)C1CC1,1,1,?,2%,0.6,-0.9,-11%,1,5%
O=S(=O)(NCCOc1ccccc1)c1ccc2ccccc2c1,-6,-7,28%,14%,·,-0.1,-18%,·,1%
Cc1ccc(C(=O)Nc2ncc(C)s2)o1,-19,2,-2%,-9%,-1.2,-0.2,-14%,-26,6%
CC(=O)N1CCC(N(CCN2CCOCC2)C(=S)Nc2cccc(C)c2)CC1,2,1,-9%,1%,1.8,0.7,-3%,17,0%
CN1C(=O)/C(=C\c2ccc(N(C)C)cc2)OC1=S,3,8,11%,0%,86*,203*,?,47*,1%
C=CCn1c(P(=O)(O)c2ccccc2)nc2ccccc21,4,14,-6%,-6%,0.3,-0.7,-5%,-9,-2%
O=C(NCc1cccs1)c1nn2cccnc2c1Cl,-4,-5,12%,1%,1.9,-0.8,-21%,17,3%
Cc1ccc(C(=O)c2nccn2C)cc1C,6,4,18%,4%,0.3,-0.5,?,-18,-3%
CCN(CC)C(=O)CSc1nnc([C@H](Cc2c[nH]c3ccccc23)NC(=O)OC(C)(C)C)o1,-1,-11,5%,-1%,5.7,-0.7,-23%,-15,8%

# An excerpt from above in order of their number in D2 antag, ascending.
SMILES | D2 antag
C=CCn1c(P(=O)(O)c2ccccc2)nc2ccccc21 | -9
CC(=O)N1CCC(N(CCN2CCOCC2)C(=S)Nc2cccc(C)c2)CC1 | 17
CN1C(=O)/C(=C\c2ccc(N(C)C)cc2)OC1=S | 47*
